ABCG2 inh: human ABCG2 inhibition, ABCB1 as counter-screen | hit rate 0.1% among 190,000 | Q9UNQ0 | AID 1325 | IgMXP3 cells, JC-1 efflux, flow cytometry | inhibition, % at 6.6 µM;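 active = inhibition above 80%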;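 also: 0% = DMSO and 100% = nicardipine control wells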
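Measure – % inhibition of efflux relative to nicardipine and DMSO · Test system – ABCG2 IgMXP3 and barcoded ABCB1 CCRF-Adr cell mix · Control set – nicardipine as high control, DMSO as low control · Compound – one concentration, 6.6 µM final · Signal – flow cytometry of retained JC-1 fluorescence · Timing – 10 min exposure at 25 °C with rotation, no wash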
Bim-Bcl-B: inhibitors of Bim-Bcl-B interaction, human; Q9HD36; bead-based flow cytometry, Bim peptide-Bcl-B binding; inhibition, % at 10 µM; hit rate 0.073% among 190,000;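 also: 0% = tracer peptide without compound and 100% = reference inhibitor peptide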
Target sequence (Q9HD36 whole entry, looked up): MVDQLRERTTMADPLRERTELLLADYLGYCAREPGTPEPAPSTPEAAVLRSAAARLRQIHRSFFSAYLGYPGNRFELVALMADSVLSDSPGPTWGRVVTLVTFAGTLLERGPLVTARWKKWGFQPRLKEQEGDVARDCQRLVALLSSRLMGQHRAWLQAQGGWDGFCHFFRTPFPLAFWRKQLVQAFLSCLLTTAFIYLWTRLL
ABCB1 block: blocks JC-1 efflux by human ABCB1 transporter; AID 1326; CCRF-Adr cells, flow cytometry; hit rate 0.067% among 190,000; P08183; inhibition, % at 6.6 µM; in the data active = inhibition above about 40%;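 also: 0% = vehicle and 100% = reference inhibitor; higher value means more JC-1 retained so stronger ABCB1 efflux block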
RGS4-Gao reg: human RGS4-Galphao interaction regulation; Multiplexed bead flow cytometry, RGS4-Galphao binding; actives lie on both sides; binding response (% of control), % at 10 µM; AID 1415; hit rate 0.33% among 220,000; P09471; in the data active = binding response below about 49% or above about 150%; inactive = in between;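 also: fluorescent Galphao activated with aluminum fluoride binding bead-coupled RGS4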
Bcl-XL Bim block: inhibitors of Bim-Bcl-XL interaction, human | Bim peptide-Bcl-XL binding, bead flow cytometry, fluorescence | AID 1007 | Q07817 | hit rate 0.04% among 190,000 | inhibition, % at 10 µM
Target sequence (Q07817 whole entry, looked up): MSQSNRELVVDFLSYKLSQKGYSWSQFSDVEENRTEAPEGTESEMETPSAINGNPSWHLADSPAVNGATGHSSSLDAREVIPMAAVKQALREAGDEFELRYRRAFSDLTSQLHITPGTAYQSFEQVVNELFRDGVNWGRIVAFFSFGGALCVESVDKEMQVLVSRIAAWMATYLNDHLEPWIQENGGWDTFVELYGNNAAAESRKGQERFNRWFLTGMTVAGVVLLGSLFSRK
Bim-Bcl-W: inhibitors of Bim-Bcl-W interaction, human; Q92843; hit rate 0.02% among 190,000; bead-based flow cytometry, Bim peptide-Bcl-W binding; inhibition, % at 10 µM;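 also: 0% = bound tracer without compound and 100% = peptide blocker; higher means less fluorescent Bim peptide bound to Bcl-W beads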
Target sequence (Q92843 whole entry, looked up): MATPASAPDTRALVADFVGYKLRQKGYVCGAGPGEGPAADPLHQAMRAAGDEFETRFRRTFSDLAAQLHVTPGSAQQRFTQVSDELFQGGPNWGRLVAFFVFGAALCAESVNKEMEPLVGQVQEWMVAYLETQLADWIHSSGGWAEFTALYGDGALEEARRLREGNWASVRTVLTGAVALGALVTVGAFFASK
RGS8-Gao: human RGS8-Galphao interaction regulation; P09471; multiplexed bead flow cytometry, RGS8-Galphao binding; actives lie on both sides; response (percent of control binding), % at 10 µM; hit rate 0.34% among 220,000; AID 1423; in the data active = response below about 60% or above about 140%; inactive = in between;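 also: Galphao activated as the GDP aluminium fluoride complex binding bead-coupled RGS8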
Bcl-2 Bim block: disrupts Bim peptide binding to human Bcl-2 | AID 950 | inhibition, % at 10 µM | hit rate 0.06% among 190,000 | P10415 | Bead-based flow cytometry, Bim peptide-Bcl-2 binding; in the data active = inhibition above about 40%; inconclusive = no clear call, values can overlap the other calls;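 also: 0% = no compound wells with probe peptide and 100% = reference peptide inhibitor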
Target sequence (P10415 whole entry, looked up): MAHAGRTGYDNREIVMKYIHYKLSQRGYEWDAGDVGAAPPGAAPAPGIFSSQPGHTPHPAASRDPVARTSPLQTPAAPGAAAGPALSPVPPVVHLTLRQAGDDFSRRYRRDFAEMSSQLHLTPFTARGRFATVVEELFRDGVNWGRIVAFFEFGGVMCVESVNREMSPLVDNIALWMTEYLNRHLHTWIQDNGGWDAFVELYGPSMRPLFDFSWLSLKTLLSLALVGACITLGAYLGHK
Bim-Mcl-1: human Bim-Mcl-1 interaction inhibition; Q07820; Bead-based flow cytometry, Bim peptide-Mcl-1 binding; inhibition, % at 10 µM; hit rate 0.1% among 190,000; AID 1009;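 also: 0% = no compound tracer wells and 100% = peptide blocker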
RGS7-Gao: regulators of human RGS7-Galphao interaction | P09471 | Multiplexed bead flow cytometry, RGS7-Galphao binding; actives lie on both sides | binding response (% of control), % at 10 µM | hit rate 0.35% among 220,000; in the data active = binding response below about 49% or above about 150%; inconclusive = no clear call, values can overlap the other calls; inactive = in between;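 also: fluorescent Galphao held in activated GDP-AlF4 state binding bead-coupled RGS7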
Bim-Bfl-1: inhibitors of Bim-Bfl-1 interaction, human; inhibition, % at 10 µM; Q16548; hit rate 0.12% among 190,000; Bead-based flow cytometry, Bim-Bfl-1 binding inhibition;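 also: 0% = wells without compound plus tracer and 100% = blocker peptide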
Starred values were filed as active, the others as inactive. Rule as the data show it, unless noted: active = inhibition above about 40%.

For CC(OC(=O)C1CCN(S(=O)(=O)c2ccc(Cl)cc2)CC1)C(=O)N1CCc2ccccc21 (stereo unspecified) the results were ABCG2 inh 1.6, Bim-Bcl-B 0.0, ABCB1 block 1.2, RGS4-Gao reg 100.8, Bcl-XL Bim block -1.0, Bim-Bcl-W -5.0, RGS8-Gao 102.1, Bcl-2 Bim block -4.0, Bim-Mcl-1 -3.0, RGS7-Gao 100.9 and Bim-Bfl-1 0.0.
Screening Nc1ccc(Cl)cc1/C(=N/O)c1ccccc1 returned ABCG2 inh 0.6, Bim-Bcl-B -6.0, ABCB1 block 0.1, RGS4-Gao reg 98.9, Bcl-XL Bim block 0.0, Bim-Bcl-W 3.0, RGS8-Gao 100.1, Bcl-2 Bim block -6.0, Bim-Mcl-1 -2.0, RGS7-Gao 100.0 and Bim-Bfl-1 -13.0.
`O=C(O)CCC(=O)Nc1ccc(Cc2ccc(NC(=O)CCC(=O)O)cc2)cc1` gave ABCG2 inh 1.6, Bim-Bcl-B -4.0, ABCB1 block 0.1, RGS4-Gao reg 103.0, Bcl-XL Bim block -1.0, Bim-Bcl-W -3.0, RGS8-Gao 105.5, Bcl-2 Bim block -3.0, Bim-Mcl-1 0.0, RGS7-Gao 103.5 and Bim-Bfl-1 -10.0.
Screening C=CCNC(=O)c1sc(SC)cc1-c1ccc(Cl)cc1 returned ABCG2 inh 4.8, Bim-Bcl-B -5.0, ABCB1 block 0.8, RGS4-Gao reg 99.3, Bcl-XL Bim block 10.0, Bim-Bcl-W 0.0, RGS8-Gao 102.8, Bcl-2 Bim block -9.0, Bim-Mcl-1 -2.0, RGS7-Gao 100.7 and Bim-Bfl-1 -9.0.
Cc1ccc(CNC(=O)COC(=O)c2cnccn2)cc1 was read as ABCG2 inh 2.3, Bim-Bcl-B 0.0, ABCB1 block 0.3, RGS4-Gao reg 101.4, Bcl-XL Bim block 0.0, Bim-Bcl-W -1.0, RGS8-Gao 103.3, Bcl-2 Bim block -2.0, Bim-Mcl-1 -1.0, RGS7-Gao 97.0 and Bim-Bfl-1 -3.0.
O=C(CCNS(=O)(=O)c1ccc(Cl)cc1)NCc1cccs1 was read as ABCG2 inh 4.9, Bim-Bcl-B -4.0, ABCB1 block 0.8, RGS4-Gao reg 107.3, Bcl-XL Bim block -3.0, Bim-Bcl-W 0.0, RGS8-Gao 99.9, Bcl-2 Bim block -1.0, Bim-Mcl-1 -1.0, RGS7-Gao 105.4 and Bim-Bfl-1 -3.0.
For Cc1c(C(=O)NCc2ccco2)cccc1[N+](=O)[O-] the results were ABCG2 inh 0.1, Bim-Bcl-B -8.0, ABCB1 block 0.4, RGS4-Gao reg 105.8, Bcl-XL Bim block -6.0, Bim-Bcl-W -3.0, RGS8-Gao 105.3, Bcl-2 Bim block -8.0, Bim-Mcl-1 -2.0, RGS7-Gao 100.1 and Bim-Bfl-1 -12.0.
Screening CCC1(COC(NC(=O)c2cccnc2)(C(F)(F)F)C(F)(F)F)COC1 returned ABCG2 inh 5.6, Bim-Bcl-B -2.0, ABCB1 block 4.7, RGS4-Gao reg 95.8, Bcl-XL Bim block 0.0, Bim-Bcl-W 0.0, RGS8-Gao 98.2, Bcl-2 Bim block -4.0, Bim-Mcl-1 11.0, RGS7-Gao 95.0 and Bim-Bfl-1 -10.0.
Screening CC[n+]1oc(-c2ccccc2)cc1C returned ABCG2 inh 2.4, Bim-Bcl-B 2.0, ABCB1 block 1.6, RGS4-Gao reg 89.3, Bcl-XL Bim block -1.0, Bim-Bcl-W -3.0, RGS8-Gao 95.4, Bcl-2 Bim block 2.0, Bim-Mcl-1 4.0, RGS7-Gao 100.9 and Bim-Bfl-1 4.0.
NS(=O)(=O)c1ccc(CCNC(=O)/C=C/c2ccccc2[N+](=O)[O-])cc1 was read as ABCG2 inh 4.9, Bim-Bcl-B -5.0, ABCB1 block 0.9, RGS4-Gao reg 104.7, Bcl-XL Bim block -5.0, Bim-Bcl-W 1.0, RGS8-Gao 104.7, Bcl-2 Bim block 0.0, Bim-Mcl-1 -3.0, RGS7-Gao 97.7 and Bim-Bfl-1 -1.0.
`Clc1ccc(-c2nnc3ccccn23)cc1` gave ABCG2 inh 2.1, Bim-Bcl-B -1.0, ABCB1 block 0.3, RGS4-Gao reg 101.2, Bcl-XL Bim block -1.0, Bim-Bcl-W -1.0, RGS8-Gao 101.0, Bcl-2 Bim block -1.0, Bim-Mcl-1 0.0, RGS7-Gao 99.9 and Bim-Bfl-1 0.0.
For COC(=O)C(Cc1ccccc1)NC(=S)NC(=O)c1ccccc1 (stereo unspecified) the results were ABCG2 inh 2.9, Bim-Bcl-B 0.0, ABCB1 block 0.2, RGS4-Gao reg 104.5, Bcl-XL Bim block -1.0, Bim-Bcl-W 0.0, RGS8-Gao 102.2, Bcl-2 Bim block -3.0, Bim-Mcl-1 1.0, RGS7-Gao inconclusive and Bim-Bfl-1 -3.0.
`Cc1cccc(Cc2c(C)nc3c(C(=O)N4CCN(Cc5ccc6c(c5)OCO6)CC4)cnn3c2C)c1` gave ABCG2 inh -4.6, Bim-Bcl-B 3.0, ABCB1 block -0.7, RGS4-Gao reg 95.6, Bcl-XL Bim block 2.0, Bim-Bcl-W 4.0, RGS8-Gao 108.7, Bcl-2 Bim block 0.0, Bim-Mcl-1 -1.0, RGS7-Gao 96.8 and Bim-Bfl-1 0.0.
`CC(C)Cc1nnc(NC(=O)CCC(=O)Nc2ccc(F)cc2)s1` gave ABCG2 inh 3.0, Bim-Bcl-B 0.0, ABCB1 block 0.7, RGS4-Gao reg 98.4, Bcl-XL Bim block -2.0, Bim-Bcl-W 0.0, RGS8-Gao 102.1, Bcl-2 Bim block -2.0, Bim-Mcl-1 -2.0, RGS7-Gao 110.5 and Bim-Bfl-1 -1.0.
For CN(C)C(=O)COC(=O)c1ccccc1Nc1ccc(SC(F)F)cc1 the results were ABCG2 inh 0.2, Bim-Bcl-B -8.0, ABCB1 block -0.1, RGS4-Gao reg 98.4, Bcl-XL Bim block -5.0, Bim-Bcl-W -2.0, RGS8-Gao 97.9, Bcl-2 Bim block -5.0, Bim-Mcl-1 -3.0, RGS7-Gao 100.3 and Bim-Bfl-1 -10.0.
For CSc1cc(-c2ccccc2)n(Cc2ccc(Cl)cc2Cl)c(=O)c1C#N the results were ABCG2 inh -0.3, Bim-Bcl-B -4.0, ABCB1 block -0.1, RGS4-Gao reg 94.2, Bcl-XL Bim block 0.0, Bim-Bcl-W -5.0, RGS8-Gao 97.9, Bcl-2 Bim block 0.0, Bim-Mcl-1 -3.0, RGS7-Gao 98.7 and Bim-Bfl-1 0.0.
Screening CN(C)CCCN1C(=O)CSC1c1ccccc1 (stereo unspecified) returned ABCG2 inh 1.4, Bim-Bcl-B -1.0, ABCB1 block 0.4, RGS4-Gao reg 102.3, Bcl-XL Bim block -4.0, Bim-Bcl-W 2.0, RGS8-Gao 101.5, Bcl-2 Bim block -6.0, Bim-Mcl-1 2.0, RGS7-Gao 100.4 and Bim-Bfl-1 -9.0.
CC(OC(=O)c1cc(Cl)ccc1[N+](=O)[O-])C(=O)NC(C)c1ccc(F)cc1 (stereo unspecified) was read as ABCG2 inh 6.9, Bim-Bcl-B -3.0, ABCB1 block 0.6, RGS4-Gao reg 99.0, Bcl-XL Bim block -1.0, Bim-Bcl-W 0.0, RGS8-Gao 97.6, Bcl-2 Bim block 3.0, Bim-Mcl-1 0.0, RGS7-Gao 100.7 and Bim-Bfl-1 3.0.
For CCc1ccccc1NC(=O)Nc1cccs1 the results were ABCG2 inh 1.2, Bim-Bcl-B -5.0, ABCB1 block 0.1, RGS4-Gao reg 92.4, Bcl-XL Bim block -2.0, Bim-Bcl-W 0.0, RGS8-Gao 97.8, Bcl-2 Bim block -5.0, Bim-Mcl-1 -1.0, RGS7-Gao 103.4 and Bim-Bfl-1 -6.0.
`CC(=O)N(C)c1ccc(NC(=O)c2ccccc2C(=O)O)cc1` gave ABCG2 inh 11.1, Bim-Bcl-B -9.0, ABCB1 block 0.1, RGS4-Gao reg 100.7, Bcl-XL Bim block -4.0, Bim-Bcl-W -1.0, RGS8-Gao 100.5, Bcl-2 Bim block -8.0, Bim-Mcl-1 -2.0, RGS7-Gao 98.9 and Bim-Bfl-1 -12.0.

Ordered by molecular weight (descending): 5 of the compounds above
`Cc1cccc(Cc2c(C)nc3c(C(=O)N4CCN(Cc5ccc6c(c5)OCO6)CC4)cnn3c2C)c1` gave ABCG2 inh -4.6, Bim-Bcl-B 3.0, ABCB1 block -0.7, RGS4-Gao reg 95.6, Bcl-XL Bim block 2.0, Bim-Bcl-W 4.0, RGS8-Gao 108.7, Bcl-2 Bim block 0.0, Bim-Mcl-1 -1.0, RGS7-Gao 96.8 and Bim-Bfl-1 0.0.
For CSc1cc(-c2ccccc2)n(Cc2ccc(Cl)cc2Cl)c(=O)c1C#N the results were ABCG2 inh -0.3, Bim-Bcl-B -4.0, ABCB1 block -0.1, RGS4-Gao reg 94.2, Bcl-XL Bim block 0.0, Bim-Bcl-W -5.0, RGS8-Gao 97.9, Bcl-2 Bim block 0.0, Bim-Mcl-1 -3.0, RGS7-Gao 98.7 and Bim-Bfl-1 0.0.
For CN(C)C(=O)COC(=O)c1ccccc1Nc1ccc(SC(F)F)cc1 the results were ABCG2 inh 0.2, Bim-Bcl-B -8.0, ABCB1 block -0.1, RGS4-Gao reg 98.4, Bcl-XL Bim block -5.0, Bim-Bcl-W -2.0, RGS8-Gao 97.9, Bcl-2 Bim block -5.0, Bim-Mcl-1 -3.0, RGS7-Gao 100.3 and Bim-Bfl-1 -10.0.
`CC(C)Cc1nnc(NC(=O)CCC(=O)Nc2ccc(F)cc2)s1` gave ABCG2 inh 3.0, Bim-Bcl-B 0.0, ABCB1 block 0.7, RGS4-Gao reg 98.4, Bcl-XL Bim block -2.0, Bim-Bcl-W 0.0, RGS8-Gao 102.1, Bcl-2 Bim block -2.0, Bim-Mcl-1 -2.0, RGS7-Gao 110.5 and Bim-Bfl-1 -1.0.
`CC(=O)N(C)c1ccc(NC(=O)c2ccccc2C(=O)O)cc1` gave ABCG2 inh 11.1, Bim-Bcl-B -9.0, ABCB1 block 0.1, RGS4-Gao reg 100.7, Bcl-XL Bim block -4.0, Bim-Bcl-W -1.0, RGS8-Gao 100.5, Bcl-2 Bim block -8.0, Bim-Mcl-1 -2.0, RGS7-Gao 98.9 and Bim-Bfl-1 -12.0.

Assay outcomes: PubChem, NMMLSC
